# GLS inh: blocks human kidney-isoform glutaminase activity | O94925 | GLS enzymatic activity, qHTS titration | Potency, µM (series often up to 45.5 µM), for inactives: at the top dose activity change, negative = inhibition, usual class: inhibitors | 0.21% of 410,000 active; also: % is scaled to controls: 0 for no effect and ±100 for the full control effect
#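 Enzyme dispensed in phosphate buffer (45 mM, pH 8.2, 0.02% Tween-20), compounds pinned in, then 1 mM L-glutamine solution and the glutamate oxidase–HRP–Amplex Red mix added; fluorescence read immediately and again after 30 min at room temperature.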
# 12-LOX inh: ALOX12 (human) lipoxygenase inhibition; P18054; purified 12hLO, xylenol orange hydroperoxide absorbance; Potency, µM (top dose mostly 108 µM), without a hit: at the highest dose activity change, negative = inhibition, most hits filed as inhibitors; 1.1% of 580,000 active; also: % is scaled to controls: 0 for no effect and ±100 for the full control effect
# Target sequence (P18054 whole entry, looked up): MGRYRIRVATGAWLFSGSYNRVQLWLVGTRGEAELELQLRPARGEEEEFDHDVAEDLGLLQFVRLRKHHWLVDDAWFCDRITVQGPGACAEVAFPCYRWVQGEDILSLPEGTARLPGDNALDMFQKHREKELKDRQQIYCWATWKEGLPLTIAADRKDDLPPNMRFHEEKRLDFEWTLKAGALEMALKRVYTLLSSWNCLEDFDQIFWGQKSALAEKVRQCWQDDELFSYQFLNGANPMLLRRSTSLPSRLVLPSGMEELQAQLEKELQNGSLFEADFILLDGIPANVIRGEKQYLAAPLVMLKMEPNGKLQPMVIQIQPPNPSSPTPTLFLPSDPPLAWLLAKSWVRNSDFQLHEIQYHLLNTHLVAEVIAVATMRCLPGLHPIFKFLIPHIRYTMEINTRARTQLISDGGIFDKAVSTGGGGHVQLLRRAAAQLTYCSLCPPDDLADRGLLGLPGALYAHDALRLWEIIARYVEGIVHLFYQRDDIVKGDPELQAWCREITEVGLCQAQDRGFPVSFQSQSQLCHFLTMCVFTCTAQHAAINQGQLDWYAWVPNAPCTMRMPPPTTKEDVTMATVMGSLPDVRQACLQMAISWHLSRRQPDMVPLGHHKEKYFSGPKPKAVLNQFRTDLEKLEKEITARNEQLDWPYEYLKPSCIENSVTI
#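 Purified human 12hLO (150 nM final) in 25 mM Hepes, 0.01% Triton X-100, pH 7.0 was preincubated 15 min at room temperature with compound. Then 40 uM arachidonic acid was added, 30 min. Hydroperoxide was read by Fe-XO absorbance ratio 573/405 nm.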
# Pin1 inh: inhibitors of human Pin1; Q13526; Pin1 FP peptide displacement, HiFluor488, 10 min; Potency, µM (series often up to 115 µM), for the others: top-dose activity, negative = inhibition, hits mostly inhibitors; 0.009% of 390,000 active; active = well fitted inhibition curve with a large enough effect in the polarisation, with a control signal flat, not every such curve was filed as active; inconclusive = small, poorly fitted or top-dose-only effect, or effect the other way, or a change in a side signal; inactive = no such curve, though single readings can be large or run the other way; the % refers to the polarisation; also: % is scaled to controls: 0 for no effect and ±100 for the full control effect
# HP1b chromo inh: inhibitors of HP1-beta chromodomain binding to methylated histone tails; P83916; AlphaScreen HP1-beta / biotin-H3K9me3 peptide binding; Potency, µM (top dose mostly 114 µM), for inactives: at the top dose activity change, negative = inhibition, usual class: inhibitors; 0.56% of 390,000 active; also: nearly all actives have a fitted effect of over 70% in size; inactives centre near 23
#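 HP1-beta protein (50 nM final) preincubated 30 min at room temperature with biotinylated H3(1-18)K9me3 peptide (50 nM) in PBS pH 7.4, 0.01% Tween-20, then compound added for 30 min. AlphaScreen streptavidin donor/nickel chelate acceptor beads (10 ug/mL final), 30 min dark, luminescence read.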
# RGS4 inh: human RGS4 inhibition | P49798 | Transcreener GDP fluorescence polarization, RGS4-accelerated GTP hydrolysis | Potency, µM (highest dose often 114 µM), without a hit: top-dose activity change, negative = inhibition, actives largely listed as inhibitors | 0.039% of 390,000 active | AID 504845; also: % is scaled to controls: 0 for no effect and ±100 for the full control effect; nearly all actives have a fitted effect of over 75% in size; some results filed as inactive show a strong effect at the top dose
#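 MLSMR compounds (23 nl, pin-transferred) preincubated 10 min at room temperature with a 500nM (2x) first reagent, then RGS4 at 900nM (2x) plus Transcreener GDP mix added; fluorescence polarization (620/688 nm) read before and after 90 min at 30 °C.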
# ERG-DNA inh: ERG Ets/DNA interaction inhibition | P11308 | fluorescence polarization, His-ERG Ets domain / labelled DNA | Potency, µM (highest dose often 76.9 µM), for the others: top-dose FP activity, negative = inhibition, most hits filed as inhibitors | 0.028% of 370,000 active; active = well fitted inhibition curve with a large enough effect in the polarisation, with a control signal flat; inconclusive = small, poorly fitted or top-dose-only effect, or effect the other way, or a change in a side signal; inactive = no such curve, though single readings can be large or run the other way; the % refers to the polarisation;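 also: polarization taken with two DNA probes labelled with fluorescein and Texas red; % of control where 0% means no effect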
#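 His-tagged ERG Ets domain (1 uM in the protein solution; 300mM KCl, 50mM Tris-HCl, 1mM EDTA, 1mM DTT, pH 7.5) received compound, then a probe mix of 5 nM fluorescein-DNA and 100nM Texas-615-DNA. Fluorescence polarization was read for both dyes.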
# PGK inhibitor: blocks T. brucei phosphoglycerate kinase. Potency, µM (doses to about 57.5 µM), for the others: at the top dose activity change, negative = inhibition, actives largely listed as inhibitors. P07378. 0.043% of 380,000 active. PGK/GAPDH coupled, Kinase-Glo luminescence, 60 min; also: % is scaled to controls: 0 for no effect and ±100 for the full control effect; nearly all actives have a fitted effect of over 60% in size
# Target sequence (P07378 whole entry, looked up): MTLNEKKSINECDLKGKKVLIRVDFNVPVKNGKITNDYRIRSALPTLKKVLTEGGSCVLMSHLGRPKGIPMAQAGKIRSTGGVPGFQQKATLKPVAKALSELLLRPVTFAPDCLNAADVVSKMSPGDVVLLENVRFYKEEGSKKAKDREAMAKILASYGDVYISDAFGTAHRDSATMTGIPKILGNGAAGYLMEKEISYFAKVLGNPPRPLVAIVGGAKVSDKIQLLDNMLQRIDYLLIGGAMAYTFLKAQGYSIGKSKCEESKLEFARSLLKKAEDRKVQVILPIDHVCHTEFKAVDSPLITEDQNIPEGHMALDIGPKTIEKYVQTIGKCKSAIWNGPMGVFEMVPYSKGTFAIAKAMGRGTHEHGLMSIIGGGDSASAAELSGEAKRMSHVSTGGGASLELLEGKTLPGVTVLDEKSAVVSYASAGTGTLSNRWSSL
#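 Recombinant glycosomal PGK reaction used 1,3-bisphosphoglycerate generated in-well by GAPDH (100nM final) in 100mM TEA pH 7.6, 5mM MgCl2, 0.01% Tween-20. After 60 minutes at room temperature, ATP was read by Kinase-Glo Plus luminescence end-point.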
# JMJD2A Tudor: JMJD2A Tudor domain (human) inhibition. Potency, µM (top dose mostly 114 µM), without a hit: at the highest dose activity change, negative = inhibition, actives largely listed as inhibitors. AlphaScreen JMJD2A-Tudor / H3K4me3 peptide binding. 4.4% of 390,000 active. O75164; also: % is scaled to controls: 0 for no effect and ±100 for the full control effect; nearly all actives have a fitted effect of over 50% in size
# rTrxR1 inhibitor: inhibitors of rat thioredoxin reductase 1. O89049. recombinant rTrxR1, NADPH fluorescence consumption, selenite substrate. Potency, µM (series often up to 114 µM), for inactives: top-dose activity change, negative = inhibition, usual class: inhibitors. 1% of 390,000 active. AID 588453; also: % is scaled to controls: 0 for no effect and ±100 for the full control effect; nearly all actives have a fitted effect of over 65% in size
#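 Rat TrxR1 (90 nM in the dispensed reagent) was pre-reduced with 400 uM NADPH for 5 min at room temperature, then incubated with compound for 15 min. After 400 uM selenite was added, NADPH fluorescence (Ex 340/Em 450 nm) was followed for 8 min.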
# * marks the source's active call; other numbers are inactive results; i = inactive; ? = inconclusive; . = not tested or not shown; & = joins results of further samples; [ ] = remark or other dose. Unless noted, calls follow the shape of the dose curve; as a rule, active = well fitted curve in the direction sought with a large enough effect; inconclusive = small, poorly fitted or top-dose-only effect, or another doubt; inactive = no such curve, though single readings can be large; an effect the other way counts as inactive or inconclusive. Potency is read from the fitted curve at half-maximal effect. These rows are one share of the data; the hit share may differ from the screen's.
SMILES,GLS inh,12-LOX inh,Pin1 inh,HP1b chromo inh,RGS4 inh,ERG-DNA inh,PGK inhibitor,JMJD2A Tudor,rTrxR1 inhibitor
CC(C)(C)C1CCC(CN2C(Nc3ccccc3)=NC[C@@H]2Cc2ccccc2)CC1 (stereo partly specified),1%,?,4%,8%,-8%,5%,-2%,-30%,5%
C=CC[N+](C)(C)CC(=O)OCc1ccccc1,-3%,-10%,-3%,45%[activator],9%,-3%,5%,12%,29%
Cc1ccc(C2C(C(=O)c3ccco3)=C(O)C(=O)N2c2ncccn2)cc1 (stereo unspecified),-18%,20%,-6%,13%,12%,-2%,-3%,-12%,15%[57.1 µM]
Nc1cc([N+](=O)[O-])cc2oc(-c3ccccc3)cc12,10%,-5%,22%,?,-27%,2%,.,13µM*,14%
Cc1ccc(CN(C(=O)COc2ccccc2[N+](=O)[O-])c2ccccn2)cc1,2%,-24%,0%,8%,15%,0%,-3%,-25%,20%
NC(=O)CC(NC(=O)Cc1ccc(Cl)cc1)c1ccc(NC2CCCCCC2)c([N+](=O)[O-])c1 (stereo unspecified),4%,-4%,19%,6%,-3%,-16%,-4%,-23%,-1%[57.1 µM]
CC1(C)CC(=O)C(N=Nc2c(F)cccc2F)=C(O)C1,-1%,?,0%,9%,-13%,-8%,i,-3%,3%[57.1 µM]
COc1ccc(CCNC(=O)c2ccco2)cc1OC,-9%,-6%,-10%,58%[activator],-42%,-2%,-12%,-3%,20%[57.1 µM]
CC(C)c1cc(=O)n2[nH]c(SCc3ccc(Cl)cc3)nc2n1,-26%,-6%,-8%,39%,34%,-20%,5%,-2%,1%
CCOC(=O)c1[nH]c(C)c(C(=O)NCC2CCCO2)c1C (stereo unspecified),-2%,295%[activator],-1%,25%,-9%,4%,-6%,-19%,-8%
CCOC(=O)c1ccc(NC(=O)CC2C(=O)OCCN2CC)cc1 (stereo unspecified),12%&-6%,-12%&-17%,6%&1%,19%&33%,-14%&-37%,4%&-2%,-8%&0%,-11%&-16%,?
CC1CCN(C(=O)c2ccc(CNS(=O)(=O)c3ccc(C(C)(C)C)cc3)cc2)CC1,-4%,25%,7%,11%,12%,-9%,-1%,-36%,10%
CCOc1ccc(-c2nc(C#N)c(NCc3ccco3)o2)cc1,8%,-43%&-9%,?,4%,8%,8%,-1%,-18%,3%
O=C(CN1C(=O)COc2ccc(S(=O)(=O)NC3CCCC3)cc21)Nc1ccc(Cl)cc1,-3%,?,-3%,19%,-29%,2%,4%,-11%,15%
Cc1ccnc(NC(=O)CNC(=O)c2ccccc2)c1,0%,-4%,1%,2%,4%,0%,-8%,-12%,6%[57.1 µM]
Cc1cccc(C(=O)NC(=O)Nc2c(C)cc(C)nc2C)c1,-3%,-5%,-5%,11%,9%,3%,-1%,-9%,28%[57.1 µM]
COC(=O)c1cc2c(n(Cc3ccccc3)c1=O)CCCC2=O,1%,-16%,6%,28%,-8%,4%,-7%,-8%,12%
COc1cc(NC(=O)c2cc(-c3ccccc3)on2)cc(OC)c1OC,-3%,3%,15%,31%,29%,3%,-7%,-12%,28%
CSc1nc2ccccc2c(=O)n1Cc1ccc(F)cc1,-6%,0%,5%,41%,-11%,9%,-3%,9%,33%[57.1 µM]
Cc1cccc(C)c1NC(=S)N1CCC(c2ccccc2)C1 (stereo unspecified),-7%,-3%,-2%,28%,24%,2%,-4%,-7%,14%
CC1CCN(C(c2ccc(F)cc2)c2sc3nc(-c4ccco4)nn3c2O)CC1 (stereo unspecified),4%,-22%&-22%,-6%,16%,-10%,-1%,-8%,-19%,-1%[57.1 µM]
COc1ccc2cc(-c3nc(Cl)c4c5c(sc4n3)CCCC5)c(=O)oc2c1,-7%,?,?,13%,1%,1%,-5%,-5%,46%[activator]
Cc1ccc(C(=O)COC(=O)CCN2C(=O)C3C4C=CC(C5CC45)C3C2=O)cc1 (stereo unspecified),7%,?,-1%,29%,5%[11.4 µM],15%,3%,-10%,-15%
O=C(NCc1ccc(F)cc1)c1ccc(CS(=O)Cc2ccc(Cl)cc2)o1 (stereo unspecified),-9%,?,2%,38%,15%,-1%,i,-3%,-32%
Cc1ccc(S(=O)(=O)C(C)C(=O)c2ccc3c(c2)OCCO3)cc1 (stereo unspecified),0%,0%,3%,27%,15%,6%,-5%,-16%,26%
Cc1cccc(C2=N/C(=C\c3cccnc3)C(=O)O2)c1,26%,13%,-9%,16%,-6%,1%,2%,-17%,-17%
CCn1cc(C(=O)NCc2ccccc2OC)c(=O)c2ccc(C)nc21,-3%,.,-3%,32%,5%,-2%,0%,10%,14%[57.1 µM]
CCOC(=O)Cn1nnnc1CN(Cc1ccc(OC)cc1)Cc1cc2cc(C)ccc2[nH]c1=O,5%,?,4%,7%,-7%,.,.,-26%,8%
CC(=O)c1ccccc1N(C(=O)c1ccco1)C(C(=O)NC1CCCC1)c1ccc(N2CCOCC2)cc1 (stereo unspecified),-8%,-2%,0%,45%[activator],2%,-2%,-12%,2%,21%[57.1 µM]
Cc1nnsc1SCCNC(=O)c1ccc(F)cc1,9%,0%,-3%,22%,9%,-1%,-2%,-17%,10%
Cc1ccc(CN(Cc2ccccn2)C(=O)Nc2ccc(C)c(C)c2)cc1,1%,14%,-5%,34%,16%,1%,-7%,-2%,20%
CN(CC(=O)Nc1ccc(N2CCOCC2)cc1)C(=O)CCCOc1ccc(Cl)cc1Cl,24%,-16%,2%,5%,-43%,-4%,-3%,-29%,10%[57.1 µM]
CC(C)[C@H](NC(=O)N1CC(=O)Nc2ccccc21)C(=O)N[C@@H](C(=O)O)c1ccccc1,2%,-2%,-4%,24%,-11%,4%,-5%,-11%,10%
COc1ccc(S(=O)(=O)Nc2ccccc2C(=O)NCc2ccco2)cc1Br,-5%,0%,1%,-2%,-12%,-9%,-2%,?,-52%
O=c1[nH]c(NC2CCCCC2)c([N+](=O)[O-])c(=O)[nH]1,-3%,0%,0%,39%,-15%,10%,i,1%,-6%
COc1ccccc1/C=C/C(=O)NC(=S)N1CCOCC1,-5%,5%,-8%,7%,3%,-10%,-8%,-28%,18%[57.1 µM]
COC(=O)c1cc(COC(=O)COc2ccc(C)c(C)c2)oc1C,-7%,-12%,-1%,84%[activator],6%,-8%,i,40%[activator],11%
Cc1cc(C)cc(NC(=O)c2cccc(C(=O)Nc3cc(C)cc(C)c3)c2)c1,6%,-25%,-1%,-13%,15%,3%,1%,-7%,0%
Oc1ccc2ccccc2c1CN1CC2CCC(CC2)C1,5%,?,-9%,11%[57 µM],-1%,-2%,4%,-17%,-22%[57.1 µM]
Cc1ccc(S(=O)(=O)NC(CC(=O)O)c2ccco2)cc1 (stereo unspecified),-1%,-26%,-9%,13%,18%,-6%,-5%,-13%,1%

# Nine of these compounds in a different format:
GLS inh | 12-LOX inh | Pin1 inh | HP1b chromo inh | RGS4 inh | ERG-DNA inh | PGK inhibitor | JMJD2A Tudor | rTrxR1 inhibitor | molecule
9% | 0% | -3% | 22% | 9% | -1% | -2% | -17% | 10% | Cc1nnsc1SCCNC(=O)c1ccc(F)cc1
1% | 14% | -5% | 34% | 16% | 1% | -7% | -2% | 20% | Cc1ccc(CN(Cc2ccccn2)C(=O)Nc2ccc(C)c(C)c2)cc1
24% | -16% | 2% | 5% | -43% | -4% | -3% | -29% | 10%[57.1 µM] | CN(CC(=O)Nc1ccc(N2CCOCC2)cc1)C(=O)CCCOc1ccc(Cl)cc1Cl
2% | -2% | -4% | 24% | -11% | 4% | -5% | -11% | 10% | CC(C)[C@H](NC(=O)N1CC(=O)Nc2ccccc21)C(=O)N[C@@H](C(=O)O)c1ccccc1
-5% | 0% | 1% | -2% | -12% | -9% | -2% | ? | -52% | COc1ccc(S(=O)(=O)Nc2ccccc2C(=O)NCc2ccco2)cc1Br
-3% | 0% | 0% | 39% | -15% | 10% | i | 1% | -6% | O=c1[nH]c(NC2CCCCC2)c([N+](=O)[O-])c(=O)[nH]1
-5% | 5% | -8% | 7% | 3% | -10% | -8% | -28% | 18%[57.1 µM] | COc1ccccc1/C=C/C(=O)NC(=S)N1CCOCC1
-7% | -12% | -1% | 84%[activator] | 6% | -8% | i | 40%[activator] | 11% | COC(=O)c1cc(COC(=O)COc2ccc(C)c(C)c2)oc1C
6% | -25% | -1% | -13% | 15% | 3% | 1% | -7% | 0% | Cc1cc(C)cc(NC(=O)c2cccc(C(=O)Nc3cc(C)cc(C)c3)c2)c1

# Additional entries.
SMILES,GLS inh,12-LOX inh,Pin1 inh,HP1b chromo inh,RGS4 inh,ERG-DNA inh,PGK inhibitor,JMJD2A Tudor,rTrxR1 inhibitor
CCN(c1ccccc1)S(=O)(=O)c1cc(C(=O)OC2CCOC2=O)ccc1C (stereo unspecified),0%,1%,-4%,33%,4%,2%,-8%,-7%,16%
O=C1CC(=O)N(c2cccc(F)c2)N1,1%,?,.,18%,-22%,-5%,-8%,-11%,-13%
CN1CCN(C(=O)c2cc(COc3c(F)cccc3F)on2)CC1c1ccccc1 (stereo unspecified),7%,-27%,-8%,3%,7%,-5%,-2%,-12%,18%
O=C(NC1CC2CCC1C2)c1ccc(CN2CCOCC2)cc1 (stereo unspecified),6%,0%[57.4 µM],-7%,22%,17%,-8%,8%,5%,-11%
